Compound activity (PubChem BioAssay)
RmlC RmlD mix: inhibitors of RmlC and RmlD coupled enzymes | RmlC/RmlD coupled enzyme inhibition, 384-well mixture HTS | inhibition, % at 5.5 µM | 110,000 compounds, 0.39% hits | AID 1532; in the data active means inhibition above about 30%, passing the limit was not always enough; further: strong numbers were not always called active
HIV RNase H inh: inhibitors of HIV-1 reverse transcriptase RNase H. RT-RNase H RNA/DNA duplex cleavage, fluorescence. inhibition, % at 10 µM. 65,000 compounds, 1.9% hits. P04585. AID 565; in the data active means inhibition above about 50%
Active calls of the source: *; . = no result given. Some of the compounds tested, so the mix of outcomes need not match the whole.

SMILES	RmlC RmlD mix	HIV RNase H inh
CCOC(=O)CSc1nc2c(c(-c3ccc(C)o3)c1C#N)CCCC2	-4	-41
Cc1cc(C(=O)NNC(=S)NCC(C)C)no1	-7	.
CN(C)c1ccc(-c2nn3c(-c4ccc(Cl)cc4Cl)nnc3s2)cc1	.	43
CSc1nc2ccccc2c(=O)n1N	-10	-11
Cc1onc(C(=O)N2CCC(C(N)=O)CC2)c1-c1ccccc1Cl	.	-12
OC1CCCN(Cc2ccccc2)C1 (centres undefined)	-24	.
CC1CCCCC1NC(=O)C1CCN(C(=O)NC2CCCCC2)CC1 (centres undefined)	-2	-4
c1ccc(-c2csc3ncnc(NCCCN4CCOCC4)c23)cc1	-2	.
Cc1cc(C)nc(SCC(=O)N/N=C\c2sccc2C)n1	9	.
CC(/C=C/c1ccccc1)=N\NC(=O)c1ccncc1	18	.
Fc1cccc(-n2ncc(-c3nnnn3-c3ccccc3)c2C(F)(F)F)c1	12	.
CCCCN(C)S(=O)(=O)c1cc(Br)cc2c1N(C(=O)C1CC1)CC2	6	-27
O=C1CNC(=O)N1CC(=O)N1CCCc2ccccc21	14	.
CN(C)CCSc1nc(-c2ccccc2)nc2c1COC(C)(C)C2	14	.
CC(C)C(=O)Nc1nnc(SCC(=O)NC2CC2)s1	-86	-7
CC1=C(C)CC(C(=O)c2ccc(C)cc2)C(C(=O)O)C1 (centres undefined)	-11	.
CC1=C(C(=O)Nc2ccccn2)C(c2ccc(N(C)C)cc2)n2ncnc2N1 (centres undefined)	12	1
Cc1ccc(C(=O)c2c(NC(=O)c3ccccc3C)sc(C)c2C)cc1	18	.
COC(=O)c1ccc(-c2nc3cc(N)ccc3o2)cc1	-11	.
CC(C)c1ccc(C(C(=O)NC2CCCC2)N(C(=O)CNC(=O)c2ccco2)c2cccnc2)cc1 (centres undefined)	-19	.
O=C(OCc1ccco1)c1ccc(S(=O)(=O)N2CCCCC2)cc1	-15	14
Cc1nc(C(N)=O)nc2ccccc12	-15	.
O=C(OC(C(=O)NCc1ccc2c(c1)OCO2)c1ccc(Cl)cc1)c1ccco1 (centres undefined)	9	3
O=S(=O)(c1ccc(OCC(O)CN2CCCC2)cc1)N1CCOCC1 (centres undefined)	12	.
O=S(=O)(c1ccccc1)N1CCN(C2CCN(Cc3ccccc3)CC2)CC1	2	3
CC1(C)Cc2c(c(N3CCCCC3)[nH]c(=S)c2C#N)CS1	-9	1
O=C(CCC(=O)OCc1cccc(C(=O)Oc2ccccc2)c1)Nc1cccc2ccccc12	-23	.
C=CCOc1ccccc1CNn1nnnc1N	5	-3
Cc1ccc(C)n1-n1c(C)nc2sc(-c3ccccc3)cc2c1=O	-22	1
Cn1c(SCC(=O)N2CCN(c3ccccc3)CC2)nnc1-c1ccncc1	13	.
Cc1cccc(CNC(=O)c2ccccc2N)c1	-1	-15
Cc1cccc(C)c1NC(=O)c1c(-c2ccccc2)noc1C	10	-9
CC(C)NC(=O)C12CC3CC(C1)CC(n1cnc(Cl)n1)(C3)C2	-17	.
Cc1ccccc1-c1nc2sc3c(c2c(=O)o1)CCC3	-6	.
Cc1ccc(-c2nc(CCN3C(=O)c4ccccc4C3=O)cs2)cc1	-7	.
CCOc1ccc(NC(=O)Cn2nc(-c3ccccc3Cl)n(CC)c2=S)cc1	-7	.
O=C(COC(=O)Cc1cccc(C(F)(F)F)c1)NCC1CCCO1 (centres undefined)	5	-3
Clc1ccc2nc(N3CCCCC3)[nH]c2c1	-8	-14
O=C(Nc1cccc(C(=O)N2CCOCC2)c1)c1cncc(Br)c1	3	1
COc1ccc(CCN(C)C(=O)C2CCCN(Cc3ccc(OC)c(OC)c3)C2)cc1OC (centres undefined)	-10	-3
O=C(O)CSc1ccccn1	6	-1
C/C(CCc1ccc2c(c1)OCO2)=N\N=C1\NC(=O)CC(C(=O)Nc2ccc(Cl)cc2)S1 (centres undefined)	-11	.
COC(=O)[C@@H](NC(=O)N(C1CCCCC1)C1CCCCC1)C(C)C	-12	18
CCOC(=O)c1ccccc1NC(=O)CN1C(=O)CCS(=O)(=O)c2ccccc21	-9	5
Nc1nonc1N1CCCCC1	8	-4
CC(=O)Nc1ccc(NC(=O)CSc2nnc(-c3ccco3)n2Cc2ccco2)cc1	13	.
O=C(Nc1cc(Cl)cc(Cl)c1)C1CCC(=O)N1Cc1ccccc1Cl (centres undefined)	-8	.
CO[C@@]1(NC(=O)Cc2cccs2)C(=O)N2C(C(=O)O)=C(COC(N)=O)CS[C@@H]21	-4	21
CCOC(=O)c1sc(NC(=O)c2ccc(C)s2)cc1C	-22	.
Cc1sc2nc(CN(CCc3ccccc3)C(=O)c3ccco3)[nH]c(=O)c2c1C	.	-7

Laid out differently: entries from further up
mol,RmlC RmlD mix,HIV RNase H inh
Nc1nonc1N1CCCCC1,8,-4
CC(=O)Nc1ccc(NC(=O)CSc2nnc(-c3ccco3)n2Cc2ccco2)cc1,13,.
O=C(Nc1cc(Cl)cc(Cl)c1)C1CCC(=O)N1Cc1ccccc1Cl (centres undefined),-8,.
CO[C@@]1(NC(=O)Cc2cccs2)C(=O)N2C(C(=O)O)=C(COC(N)=O)CS[C@@H]21,-4,21

The list continues.
SMILES	RmlC RmlD mix	HIV RNase H inh
O=C(CC1C(=O)NC2CCCCC2N1C(=O)c1ccc(F)cc1)Nc1ccccc1 (centres undefined)	-5	.
C/C(Cl)=C/Cc1c(C)[nH]c2ccc(C)cc2c1=O	9	.
CCOC(=O)c1cc(CC)sc1NC(=O)c1cc([N+](=O)[O-])ccc1N1CCOCC1	-3	.
COc1ccc(CCN(Cc2cc3cccc(C)c3[nH]c2=O)C(=O)NC2CCCCC2)cc1OC	24	.
CC1CCN(c2nnc(NC(=O)Cn3c(=O)oc4ccccc43)s2)CC1	10	.
Cc1ccc(SCCC(=O)NCCSCc2ccccc2C)cc1	-7	.
CCC(C)(C)NC(=O)c1cc(C(=O)OC)cc([N+](=O)[O-])c1	12	.
O=C(C1CCN(S(=O)(=O)c2cccc3cccnc23)CC1)N1CC=C(c2ccccc2)CC1	.	-60
CCc1cc2c(SCC(=O)c3ccccc3)ncnc2s1	65	.
CC(NC(=O)NC1CCCCC1)C(c1cccs1)N1CCN(C)CC1 (centres undefined)	-10	-7
Cc1c(C(=O)NCc2ccccc2)oc2ccc(S(=O)(=O)N3CCCC3)cc12	6	2
Nc1c(S(=O)(=O)c2ccccc2)cnc2c(-c3ccc(F)cc3)cnn12	3	.
Cc1ccc(N(C)C(=O)c2ccc3c(Cl)c4c(nc3c2)CCC4)cc1C	-9	.
CCN(CC)C(=O)CSc1nc2c(sc(=S)n2Cc2ccco2)c(=O)n1-c1ccccc1	-7	.
Cn1nnnc1SCC(=O)NC(C)(C)C	2	-4
O=C(NCC(F)(F)F)Nc1ncccn1	-18	-8
CC(=O)Nc1nnc(CCN2CCCCC2)s1	-9	.
O=C(COc1ccc2ccccc2c1)Nc1cccc2cccnc12	-12	.
c1ccc2[nH]c(CSc3ncnc4c3oc3ccccc34)nc2c1	-19	-20
Cn1nc(C(F)(F)F)c2cc(NC(=O)OCC(C)(C)C)sc21	8	.
COc1ccc(/C=N/NC(=O)Nc2cccc3nsnc23)c(OC)c1	39*	.
CCCCCN1C/C=C\C(c2ccc(OC)cc2)N(Cc2ccc(F)cc2)C(=O)C1 (centres undefined)	-1	.
COC(=O)c1c(C)[nH]c(C(=O)CN2CCOCC2)c1C	.	-9
CS(=O)(=O)N(CC(N)=O)Cc1ccc(Cl)cc1	10	-11
COc1ccc(Nc2nc(NCCO)nc(OC)n2)cc1	-8	.
O=C(CCCNC(=O)/C(=C\c1ccccc1F)NC(=O)c1ccccc1)OCc1ccccc1	-1	.
CCC1(C)COC2(OC1)C(=O)Nc1ccccc12 (centres undefined)	-17	1
CN(C)c1ccc(/C=C2/C(=O)N(c3ccc([N+](=O)[O-])cc3)N=C2N2CCOCC2)cc1	-6	.
O=C1C2CCCN2C(c2cccnc2)N1c1ccc(Cl)c(Cl)c1 (centres undefined)	-13	-8
O=C(O)C1Nc2ccc(OC(F)(F)F)cc2C2C=CCC12 (centres undefined)	11	.

Molecules listed so far containing a COOH group:
SMILES	RmlC RmlD mix	HIV RNase H inh
CC1=C(C)CC(C(=O)c2ccc(C)cc2)C(C(=O)O)C1 (centres undefined)	-11	.
O=C(O)CSc1ccccn1	6	-1
CO[C@@]1(NC(=O)Cc2cccs2)C(=O)N2C(C(=O)O)=C(COC(N)=O)CS[C@@H]21	-4	21
O=C(O)C1Nc2ccc(OC(F)(F)F)cc2C2C=CCC12 (centres undefined)	11	.

(more compounds)
SMILES	RmlC RmlD mix	HIV RNase H inh
COc1ccc(-c2[nH]ncc2-c2cnc(C)s2)c(O)c1	1	-4
O=C(CSc1nnnn1C1CCCCC1)N1CCCC1	-5	-5
Cc1nn(C)c(C)c1NC(=O)CSc1nc(Cc2ccccc2)nc2c1cnn2-c1ccccc1	-65	15
O=C(NCCN1CCCCCC1)c1ccc(CS(=O)(=O)c2ccc(Br)cc2)o1	-10	-4
N#Cc1nn(-c2ccccc2)nc1N1CCCCC1	0	-12
NC(=O)CC(NC(=O)Cc1cccc2ccccc12)c1ccc(NC2CCCCC2)c([N+](=O)[O-])c1 (centres undefined)	-13	.
O=C(NCc1cccs1)Nc1ccc(Cl)cc1	0	.
Cc1ccc(S(=O)(=O)N2CCCC(C(=O)NCCCN3CCCCC3C)C2)cc1 (centres undefined)	-11	0
CCc1c(C)sc(NC(=O)c2cnn3cccnc23)c1C#N	8	38
CC(C)CNC(=O)c1nc(-c2ccccc2)n(-c2ccccc2)n1	-9	.

Continued, starting with the last 4 of the part before.
SMILES	RmlC RmlD mix	HIV RNase H inh
O=C(NCc1cccs1)Nc1ccc(Cl)cc1	0	.
Cc1ccc(S(=O)(=O)N2CCCC(C(=O)NCCCN3CCCCC3C)C2)cc1 (centres undefined)	-11	0
CCc1c(C)sc(NC(=O)c2cnn3cccnc23)c1C#N	8	38
CC(C)CNC(=O)c1nc(-c2ccccc2)n(-c2ccccc2)n1	-9	.
O=C(Cn1nc(-c2ccc(Cl)cc2)c2ccccc2c1=O)NCC1CCCO1 (centres undefined)	0	.
COc1ccc2c(C(=O)CN3CC(C)OC(C)C3)c[nH]c2c1 (centres undefined)	-9	-9
COc1cccc(N2CC(C(=O)NC3CCCCC3)CC2=O)c1 (centres undefined)	-10	-6
CCCCCCCSc1nsc(N)n1	5	.
O=C(O)C1C2C=CC(O2)C1C(=O)NCc1ccccc1Br (centres undefined)	17	.
CC(C)CC1(C)NC(=O)N(CC(=O)NC(=O)Nc2ccc3c(c2)OCCO3)C1=O (centres undefined)	2	2
CCOC(=O)c1cccc(NC(=O)CSc2nnnn2C)c1	-11	1
CC(C)c1ccc2nc3sc(C(=O)N4CCc5ccccc5C4)c(N)c3cc2c1	-10	.
Cc1ccc(C(C(=O)NC2CCCC2)N2CCCC(C)C2)cc1 (centres undefined)	12	.
COc1ccc(OC)c(S(=O)(=O)NCc2cn3cccc(C)c3n2)c1	8	-15
CCCC1CC(C)(C(=O)Cn2[nH]c(=O)ccc2=O)OC1=O (centres undefined)	.	-8
O=C(Oc1cccc2c(OC(=O)N3CCCC3)cccc12)N1CCCC1	6	.
C=CCNC(=O)c1ccc(N(C)S(=O)(=O)c2ccc(OC)cc2)cc1	-13	.
CN1C(=O)C(O)(CC(=O)c2ccccc2O)c2cc(Br)ccc21 (centres undefined)	-15	-13
CN1CCN(S(=O)(=O)c2ccc(Cc3ccc(S(=O)(=O)N4CCN(C)CC4)cc3)cc2)CC1	8	-18
CCCn1c(NCc2cc(OC)ccc2OC)nc2ccccc21	8	6
CCOc1ccc(C(=O)Nc2c3c(nn2-c2ccc(F)cc2)CS(=O)C3)cc1 (centres undefined)	-12	-1
COC(=O)CCCC1=CC2=C(c3ccccc3)C(=O)C(C)(OC(=O)C3CCCC3)C(=O)C2=CN1CCN1CCOCC1 (centres undefined)	7	.
CCNCC1(c2ccc(OC)c(OC)c2)CCCC1	2	-1
CC(=O)CC(=O)Nc1cccc2c1CCCC2	6	-1

Profiles, looked up by structure. Screens in order: RmlC RmlD mix | HIV RNase H inh
Record of `CCOc1ccc(C(=O)Nc2c3c(nn2-c2ccc(F)cc2)CS(=O)C3)cc1` (centres undefined) = -12 | -1
Record of `COC(=O)CCCC1=CC2=C(c3ccccc3)C(=O)C(C)(OC(=O)C3CCCC3)C(=O)C2=CN1CCN1CCOCC1` (centres undefined) = 7 | .
Record of `CCCC1CC(C)(C(=O)Cn2[nH]c(=O)ccc2=O)OC1=O` (centres undefined) = . | -8

Next compounds
SMILES	RmlC RmlD mix	HIV RNase H inh
COc1ccc(CCC(=O)Nc2cc(Cl)ccc2N2CCN(C)CC2)cc1	-4	.
O=C(CC(c1ccco1)S(=O)(=O)c1ccccc1)c1ccc(F)cc1 (centres undefined)	3	-1
CCOC(=O)N1CCN(C(=O)CSc2nnc(-c3cc(OC)cc(OC)c3)o2)CC1	-15	-4
Cc1cc2c(c(=O)n1Cc1cccnc1)C(Cc1ccccc1)C(C#N)=C(N)O2 (centres undefined)	-48	-4
Cn1c(=O)cc(OCCCC(=O)N2CCN(c3ccccc3)CC2)c2ccccc21	.	-4
COC(=O)c1c(-n2c(C)cc(C=O)c2C)sc2c1CCCC2	10	.
Cc1cccc(NC2(C(F)(F)F)N=C(c3ccccc3)NC2=O)n1 (centres undefined)	0	.
O=C(O)C1CCCN1c1ncnc2c1oc1ccccc12 (centres undefined)	-6	-27
Nc1nc2sc3c(c2cc1C(=O)N1CCOCC1)CCCC3	0	1
CCn1cc(S(=O)(=O)CC(=O)Nc2cccc(C)c2)c2ccccc21	-11	-8
Cc1ccc2nc(C)cc(OCC(=O)O)c2c1	0	0
Cc1ccc(C(=O)NC(NC(=O)c2ccc(C)cc2)C(Cl)Cl)cc1	6	.
CN(C)CCNC(=O)c1ccccc1	32	.
Cc1cc(C)n(-c2ccc(C(=O)Nc3ccc(N4CCOCC4)cc3)cc2)n1	7	.
O=C(CSc1nnnn1-c1cccc2c1CCCC2)N1CCCC1	4	.
CCOc1ccc(C(=O)c2ccc(OCC)c(N)c2)cc1N	10	-6
O=C(Nc1ccc(N=Nc2ccccc2)cc1)c1cccc(Cl)c1	13	.
COc1ccccc1N1CCN(S(=O)(=O)Cc2ccccc2Cl)CC1	-8	-5
